Source: PubChem BioAssay (National Center for Advancing Translational Sciences (NCATS))
D2 antag = antagonizes the human D2 dopamine receptor; hit rate 2% among 340,000; HEK293 TREx D2 cells, calcium flux, dopamine EC80; AID 485344; P14416; inhibition, % at 10 µM; in the data active means inhibition above about 30%; further: 0% is about no effect
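Compounds are added to dye-loaded, induced HEK293 T-REx cells coupled to calcium release via D2; after a 3 min kinetic read an EC80 dopamine stimulus is given and fluorescence is recorded for 3 more min.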
PI4K2A block = PI4K2A (human) kinase inhibition. AID 1346378. purified PI4K2A, ADP-Glo luminescence, 1 h; stronger effect = lower value. hit rate 0.13% among 420,000. Q9BTU6. activity change, negative = inhibition, % at 76.9 µM; in the data active means activity change below about -50%; inconclusive means mostly about -30% to -49%;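 further: -100% = wells without enzyme as full effect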
Target sequence (Q9BTU6 whole entry, looked up): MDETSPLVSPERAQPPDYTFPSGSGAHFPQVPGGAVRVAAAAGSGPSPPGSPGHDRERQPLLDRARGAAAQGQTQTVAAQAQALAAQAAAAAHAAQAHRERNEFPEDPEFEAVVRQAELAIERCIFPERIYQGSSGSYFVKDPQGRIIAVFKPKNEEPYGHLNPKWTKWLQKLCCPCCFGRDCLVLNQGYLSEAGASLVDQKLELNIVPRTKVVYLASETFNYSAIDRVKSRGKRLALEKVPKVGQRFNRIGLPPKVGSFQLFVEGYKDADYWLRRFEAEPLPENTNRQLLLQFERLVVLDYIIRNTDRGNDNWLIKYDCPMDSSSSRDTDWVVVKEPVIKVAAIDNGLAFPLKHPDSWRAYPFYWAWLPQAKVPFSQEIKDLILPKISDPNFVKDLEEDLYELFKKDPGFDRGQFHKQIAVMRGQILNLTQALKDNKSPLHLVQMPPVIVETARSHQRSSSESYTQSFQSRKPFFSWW
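In this quantitative HTS, ADP production by PI4K2A was quantified luminescently after 1 h at ambient temperature; 100 microM adenosine served as plate-quality control.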
TRHR enhancer = allosterically enhances the human TRH receptor; TRHR cells, fluo-8 calcium fluorescence, EC20 TRH enhancement; enhancement, % at 2 µM; hit rate 0.66% among 360,000; AID 493056; P34981; in the data active means enhancement above about 30%; further: 0% is about no effect
Target sequence (P34981 whole entry, looked up): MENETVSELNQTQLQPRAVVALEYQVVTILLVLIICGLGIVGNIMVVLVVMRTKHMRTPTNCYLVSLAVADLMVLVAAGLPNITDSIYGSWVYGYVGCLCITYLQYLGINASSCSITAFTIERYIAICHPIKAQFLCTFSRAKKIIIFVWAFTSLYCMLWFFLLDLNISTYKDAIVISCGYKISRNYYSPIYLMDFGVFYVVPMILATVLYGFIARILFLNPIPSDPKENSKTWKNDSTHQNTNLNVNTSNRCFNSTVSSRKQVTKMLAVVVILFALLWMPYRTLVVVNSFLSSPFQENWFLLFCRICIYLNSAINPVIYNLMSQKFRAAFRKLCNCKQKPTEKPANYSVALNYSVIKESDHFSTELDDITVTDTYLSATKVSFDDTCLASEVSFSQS
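Enhancer read-out: after compound pinning and an initial kinetic agonist-mode read, an EC20 of TRH (10 nM final) was injected and fluo-8 calcium signal (Ex 480/Em 530) followed at 1 s/cycle for 100 cycles in TRHR-expressing cells.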
mIDH1 inhibitor = blocks human mutant IDH1 R132H enzyme; O75874; IDH1-R132H enzyme, NADPH consumption, diaphorase/resazurin fluorescence; Potency, µM (highest dose often 76.6 µM), inactives show top-dose activity change, negative = inhibition, usual class: inhibitors; hit rate 0.093% among 390,000; AID 602179; further: potency means the concentration at half of the fitted maximal effect; on the % scale 0 is the no-effect control and ±100 the full control effect; nearly all actives have a fitted effect of over 65% in size
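IDH1-R132H (0.5 ug/mL dispensed) in pH 7.5 Tris buffer was preincubated 30 min with compound, then given a substrate mix of 0.016 mM NADPH and 2 mM alpha-KG for 80 min at room temperature; remaining NADPH was read by diaphorase/resazurin fluorescence.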
USP1-UAF1 inh = blocks the human USP1/UAF1 deubiquitinase complex; O94782; recombinant USP1/UAF1, Ub-Rhodamine cleavage fluorescence; Potency, µM (doses to about 57.1 µM), without a hit: at the top dose activity change, negative = inhibition, actives largely listed as inhibitors; hit rate 0.23% among 390,000; further: potency means the concentration at half of the fitted maximal effect; on the % scale 0 is the no-effect control and ±100 the full control effect; nearly all actives have a fitted effect of over 60% in size; inactives centre near -12
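USP1/UAF1 complex (1 nM) preincubated 15 min at room temperature with compound, then Ub-Rho substrate (150 nM final) added. Kinetic fluorescence at 480/540 nm over 6 reads at 60 s intervals; 50 mM HEPES pH 7.8, 0.5 mM EDTA, 0.1 mg/ml BSA, 1 mM TCEP, 0.01% Tween-20.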
TRHR ag = TRH receptor (human) agonism; P34981; TRHR cells, calcium flux fluo-8, FDSS agonist mode; activation, % at 2 µM; hit rate 0.18% among 360,000; AID 493084; in the data active means activation above about 30%; further: 0% is about no effect
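Agonist-mode FDSS calcium read (Ex 480/Em 530, 1 s cycles) in 1536-well TRHR cells with fluo-8 dye, after 10-cycle baseline and 23 nL compound addition; TRH at EC20 (10 nM final) added afterwards for the enhancer phase.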
TrxR1 substrate = is turned over as a substrate by rat TrxR1 | AID 588456 | O89049 | hit rate 0.01% among 390,000 | purified TrxR1 substrate turnover, NADPH consumption readout | Potency, µM (series often up to 114 µM), inactives show at the highest dose activity change, negative = substrate turnover; further: potency means the concentration at half of the fitted maximal effect; on the % scale 0 is the no-effect control and ±100 the full control effect; nearly all actives have a fitted effect of over 50% in size
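Rat TrxR1, dispensed at 90 nM, was prereduced with 400 uM NADPH (final) for 5 min at ~22 deg C, then incubated with compound 15 min before 400 uM selenite. A first-read NADPH fluorescence drop versus no-compound background flagged substrates.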
TrxR1 inh = inhibitors of rat thioredoxin reductase 1. recombinant rTrxR1, NADPH fluorescence consumption, selenite substrate. AID 588453. O89049. hit rate 1% among 390,000. Potency, µM (titrated, usually from 114 µM), for inactives: at the highest dose activity change, negative = inhibition, usual class: inhibitors; further: potency means the concentration at half of the fitted maximal effect; on the % scale 0 is the no-effect control and ±100 the full control effect; nearly all actives have a fitted effect of over 65% in size
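Rat TrxR1 (90 nM in the dispensed reagent) was pre-reduced with 400 uM NADPH for 5 min at room temperature, then incubated with compound for 15 min. After 400 uM selenite was added, NADPH fluorescence (Ex 340/Em 450 nm) was followed for 8 min.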
D2 ag = D2 dopamine receptor (human) agonism | activation, % at 2 µM | hit rate 0.53% among 340,000 | AID 485358 | HEK293 T-REx D2 cells, calcium flux agonist mode;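 active means activation over 3 SD above normal in the single-dose calcium agonist read, cut at about 30% in these data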; further: 0% is about no effect
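Calcium-flux readout, 1 cycle/sec over 180 s following compound pin transfer, in inducible HEK293 Trex D2 cells (force-coupled); dopamine controls included. Positive calcium responses during this window marked compounds as potential agonists.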
Active calls of the source: *; ? = inconclusive; / = not tested or not shown; & = joins results of further samples; [ ] = remark or other dose. Unless noted, the call rests on the fitted dose curve; in most records, active means well fitted inhibition curve with a large enough effect; inconclusive means small, poorly fitted or top-dose-only effect; inactive means no such curve, though single readings can be large or run the other way. Rows are unselected; 3.9% or so of the library scored in one or more.

SMILES	D2 antag	PI4K2A block	TRHR enhancer	mIDH1 inhibitor	USP1-UAF1 inh	TRHR ag	TrxR1 substrate	TrxR1 inh	D2 ag
O=C(Cn1c(=O)n(Cc2ccco2)c(=O)c2ccccc21)Nc1ccc(Cl)cc1Cl	/	8	7	-3%	-19%	1.5	0%	16%	/
Nc1nnn(Cc2ccccc2)n1	15	-6	-10	-2%	-5%	-1.3	-8%	-5%	-2.6
CCOC(=O)C1CCCN(S(=O)(=O)c2cc(Br)cc3c2N(C(C)=O)CC3)C1 (configuration not stated)	2	-1&-3	-5&1	0%&-9%	-5%&-14%	-0.1&-0.3	-5%&2%	11%&25%	-3.5&1.1
O=C(NCc1cccs1)c1ccc2c(=O)n3nc(Nc4ccccc4)sc3nc2c1	/	6	10	-5%	-13%	0.3	-4%[57.1 µM]	7%[57.1 µM]	-0.1
COc1ccccc1CNC(=O)CCn1c(=O)c2ccccc2n(CC(=O)Nc2ccc(C)cc2Cl)c1=O	/	4	8	8%	-26%	-1.3	9%	13%	0.0
CCn1c2ccccc2c2cc(/C=N/NC(=O)c3cccc(C)c3)ccc21	-12	4	-5	-1%	-9%	-0.3	-4%[57.1 µM]	19%[57.1 µM]	0.8
CC(=O)Nc1ccc(NC(=O)COc2cc(C)cc3oc(=O)cc(C)c23)cc1	-7	-4	1	-1%	-27%	0.5	12%	19%	0.6
Cc1cc(C)nc(N2CCC(C(=O)NNC(=O)Cc3ccccc3)CC2)n1	16	-1	9	-5%	-14%	0.9	-5%	-26%	-0.3
Cn1cccc1Cc1nnc(SCC(=O)N2CCCCCC2)n1-c1ccc(F)cc1	-29	-5	-6	2%	-8%	0.6	2%[57.1 µM]	-2%[57.1 µM]	0.0
Cc1cc(C)cc(N(CC(=O)Nc2c(C)n(C)n(-c3ccccc3)c2=O)S(C)(=O)=O)c1	6	4	0	-1%	-15%	0.2	2%[57.1 µM]	12%[57.1 µM]	-0.2
CCOCCCNS(=O)(=O)c1ccc2c(c1)oc(=O)n2CC(=O)OCC	-25	-5	2	1%	-2%	0.9	1%	18%	0.5
C=CS(=O)(=O)N(Cc1ccc(Cl)c(Cl)c1)C[C@@H](O)CO	/	2	/	3%	-15%	/	-1%	-13%	/
COc1ccccc1CNC(=O)C(=O)NCC1OCCN1S(=O)(=O)c1cccs1 (configuration not stated)	8	0	10	4%	-9%	-0.4	-3%	24%	-0.3
Cc1c(C(=O)O)sc(S(=O)(=O)N2CCNCC2)c1C(=O)O	-22	/	14	/	/	0.7	/	/	0.5
OCc1nc2ccccc2n1C/C=C/c1ccccc1	-10	-1	-7	9%	-8%	0.8	14%[57.1 µM]	26%[57.1 µM]	1.4
CCC(=O)N1CCC(C(N)=O)(N2CCCCC2)CC1	-6	-2	1	5%	-19%	0.7	9%[57.1 µM]	20%[57.1 µM]	0.6
CCc1ccc(-c2cc(C(=O)NCCCn3ccnc3)c3ccccc3n2)s1	14	/	4	/	/	0.1	/	/	1.0
CC(=O)N1c2ccc(S(=O)(=O)N(C)CC(=O)Nc3ccccc3C)cc2CC1C (configuration not stated)	-10	9	4	-7%	-1%	-0.7	?	-22%	0.1
COC(=O)Cn1c(=NC(=O)c2ccc(Cl)s2)sc2cc(F)ccc21	1	-1	0	7%	-2%	1.3	44%[activator]	26%	2.1
Cc1ccc(-c2c(C(=O)O)c3ccccc3[nH]c2=O)cc1	7	-4	-15	18%	-3%	2.1	5%	6%	1.0
O=C(CSc1nc2scc(-c3ccccc3)c2c(=O)[nH]1)N1CCCCC1	16	-22	2	0%	-23%	0.1	3%	7%	0.6
COc1ccc(CCNC(=O)c2ccc(CNc3c(N4CCOCC4)c(=O)c3=O)cc2)cc1OC	22	10	-10	1%	2%	0.4	-9%	5%[57.1 µM]	1.5
COC(=O)c1ccc(NC(=O)CSCC(=O)OCC(=O)c2ccc(Br)cc2)cc1	7	-1	3	3%	-7%	-0.8	-5%	13%	0.2
COc1cccc(CN2CC(C(=O)NCCOc3ccccc3)CCC2=O)c1 (configuration not stated)	5	-3	-8	0%	-14%	-0.2	6%	9%	-0.1

Part of the list above, reduced to TRHR enhancer.
smiles | TRHR enhancer
COc1ccccc1CNC(=O)C(=O)NCC1OCCN1S(=O)(=O)c1cccs1 (configuration not stated) | 10
Cc1c(C(=O)O)sc(S(=O)(=O)N2CCNCC2)c1C(=O)O | 14
COC(=O)Cn1c(=NC(=O)c2ccc(Cl)s2)sc2cc(F)ccc21 | 0
CCC(=O)N1CCC(C(N)=O)(N2CCCCC2)CC1 | 1
O=C(CSc1nc2scc(-c3ccccc3)c2c(=O)[nH]1)N1CCCCC1 | 2

(continued)
SMILES	D2 antag	PI4K2A block	TRHR enhancer	mIDH1 inhibitor	USP1-UAF1 inh	TRHR ag	TrxR1 substrate	TrxR1 inh	D2 ag
CCOC(=O)C1CCN(C(=O)CSc2ccccc2)CC1	-15	-2	-3	5%	-12%	0.2	-9%	-17%	0.4
CCCCc1n[nH]c2c1/C(=N/OCC)CC(C)(C)C2	3	-1	6	13%	-18%	-0.8	-5%[57.1 µM]	17%[57.1 µM]	-0.2
C=CCSc1nnc(NC(=O)c2cccc(S(=O)(=O)N3CCOCC3)c2)s1	-9	2	-1	-5%	0%	-0.3	-3%	-2%	0.1
C[C@H](NC(=O)[C@@H]1CSC2c3ccccc3C(=O)N21)C(=O)NC1CCCCC1 (some centres not stated)	7	1	0	-6%	-8%	-2.5	0%	17%	-1.6
O=C(O)/C=C/c1cccc(NC(=O)c2ccccc2)c1	-16	0	-4	0%	-18%	0.4	3%	12%	0.7
COc1ccccc1N1CCN(Cc2nc(N)nc(Nc3ccccc3)n2)CC1	34*	-3	0	-3%	-7%	0.3	-1%	0%	8.1
CCC1=NN(C(=O)C(=O)Nc2ccccc2OC)C(O)(C(F)(F)F)C1 (configuration not stated)	-8	2	11	1%	-2%	-0.5	-7%	6%	0.1
Cc1ccc(S(=O)(=O)c2cn(Cc3ccccc3)c3cc(N4CCCC4)c(F)cc3c2=O)c(C)c1	/	2	27	9%	1%	0.7	48%[activator]	32%	0.1
c1ccc(-n2ncc3c(N4CCCCC4)ncnc32)cc1	8	-23	-6	0%	-7%	-0.1	1%	15%	-0.1
CCN(CC)S(=O)(=O)c1ccc2c(c1)c(=O)c(C(=O)N1CCN(c3ccccc3)CC1)cn2C	-2	1	10	3%	-6%	-0.5	-3%[57.1 µM]	-13%[57.1 µM]	0.0
NS(=O)(=O)c1ccc(CCNC(=O)COC(=O)CCc2ccccc2)cc1	-1	3	2	0%	-14%	0.1	-1%	14%	0.7
CCCCOC(=O)c1sc2nc(C)cc(C)c2c1N	-7	3	-1	4%	-17%	-0.7	74%[activator][57.1 µM]	23%[57.1 µM]	-1.0
O=S(=O)(NCCSc1nnnn1-c1ccccc1)c1cccs1	-7	-2	15	2%	-7%	-0.8	8%[57.1 µM]	12%[57.1 µM]	0.2
Cn1c(=O)c2cc(S(=O)(=O)NCCC(=O)Nc3ccc(F)cc3F)ccc2n(C)c1=O	5	-3	3	5%	-10%	-0.9	6%	16%	0.1
CCCCCOc1ccc(C2c3c(oc4ccccc4c3=O)C(=O)N2c2nc(C)c(C)s2)cc1OCC (configuration not stated)	/	0	2	20%	-3%	0.4	8%	31%[activator]	0.3
O=C1C2C3C=CC(C3)C2C(=O)N1/N=C/c1cn(Cc2ccc(F)cc2)c2ccccc12 (configuration not stated)	-3	6	-3	-1%	-5%	-0.1	-11%	-13%	-0.2
CCN1/C(=C\C=C2\C(=O)N(C)C(=S)N2C)Sc2ccccc21	-2	-5	5	8%	-8%	1.3	-1%[57.1 µM]	6%[57.1 µM]	0.4
COCCNC(=O)c1c[nH]c2ccc(S(=O)(=O)Nc3ccc(F)cc3F)cc2c1=O	-15	-3&1	5&11	-15%&-8%	-10%&-13%	0.1&-1.4	-5%&-1%	2%&-1%	-0.4&-0.9
C/C(=N/OC(=O)C1CC1c1ccccc1)c1ccccc1 (configuration not stated)	-2	1	1	9%	-22%	-0.1	7%	33%	-0.3
Cc1ccc(CNC(=O)CS(=O)Cc2nc(-c3ccccc3C)oc2C)cc1 (configuration not stated)	7	-5	-1	-7%	-27%	0.1	7%[57.1 µM]	?	-2.6
COc1ccccc1NC(=O)Cc1nnc(SCC(=O)Nc2nccs2)n1C	6	-2	1	-5%	-17%	0.2	-2%	5%	1.0
COc1cc(OC)c(OC)cc1/C=C/C(=O)OCC(=O)Nc1c(C)n(C)n(-c2ccccc2)c1=O	/	1	/	-19%	-7%	/	-9%	8%	/
CC(=O)/C(C#N)=C1\NC(=O)C(Cc2ccc(C)c(Cl)c2)S1 (configuration not stated)	-7	-3	-3	-8%	-12%	0.9	-3%[57.1 µM]	9%[57.1 µM]	0.1
CCOCCCn1c(=N)c(C(=O)NC(C)c2ccccc2)cc2c(=O)n3cc(C)ccc3nc21 (configuration not stated)	/	0	0	6%	-18%	0.3	86%[activator]	-16%	1.7
CCCC(C)NC(=O)COC(=O)c1cc(Br)c(Br)s1 (configuration not stated)	-16	0	-1	0%	-16%	-0.5	-1%[57.1 µM]	-5%[57.1 µM]	0.7
Cc1cccc2cc(CN(Cc3ccco3)C(=O)Nc3cccc(C#N)c3)c(Cl)nc12	-14	-2	-5	-1%	-9%	2.6	4%	11%	0.6
CC(=O)c1c(C(C)=O)c(C)n(NC(=O)c2ccccc2Cl)c1C	-4	1	-10	3%	3%	-0.8	-9%	12%	-0.2

Reprinted at random: two entries already listed.
SMILES	D2 antag	PI4K2A block	TRHR enhancer	mIDH1 inhibitor	USP1-UAF1 inh	TRHR ag	TrxR1 substrate	TrxR1 inh	D2 ag
CCc1ccc(-c2cc(C(=O)NCCCn3ccnc3)c3ccccc3n2)s1	14	/	4	/	/	0.1	/	/	1.0
C[C@H](NC(=O)[C@@H]1CSC2c3ccccc3C(=O)N21)C(=O)NC1CCCCC1 (some centres not stated)	7	1	0	-6%	-8%	-2.5	0%	17%	-1.6
